ADAM10 inh = human ADAM10 inhibitors, primary screen, biochemical, QFRET, HTS; 370,000 compounds, 0.62% hits; inhibition, % at 7 µM; recombinant ADAM10, EDANS/DABCYL FRET peptide cleavage, 3 h; Disintegrin and metalloproteinase domain-containing protein 10 (Homo sapiens), O14672; AID 720582, 2013;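 active = inhibition above a per-campaign cutoff equal to the mean of compounds falling between control-based bounds plus 3 SD, cut at about 20% in these data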;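 also: 0% = DMSO wells while the 100% control is not disclosed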
FXN GAA850 act = FXN promoter activators, primary screen, cell-based, luciferase luminescence, HEK293 lucGAA850; HEK293 lucGAA850 FXN promoter luciferase reporter, 24 h; percent of 10 µM SAHA response; activation, % at 6 µM; 360,000 compounds, 0.56% hits; AID 540364, 2011;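 active = activation above the average of all compounds screened plus 3 SD, cutoff fixed separately per campaign, cut at about 7.5% in these data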;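 also: 0% = DMSO wells and 100% = 10 µM SAHA wells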
DAX1 inh-1 = DAX1 (NR0B1) inhibitors on StAR promoter, primary screen, cell-based, luminescence, SF-1 (NR5A1), full-length DAX-1; HEK293T StAR-luciferase reporter, SF-1/DAX-1 repression relief; inhibition, % at 6.8 µM; 370,000 compounds, 1.1% hits; AID 652010, 2013;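 active = inhibition above the mean over all tested compounds plus 3 SD, cut at about 3.6% in these data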;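 also: 0% = DAX-1 cells with DMSO and 100% = cells lacking DAX-1 with DMSO; higher inhibition means more luminescence from relief of DAX-1 repression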
ADAM17 inh = ADAM17 inhibitors, primary screen, biochemical, QFRET; recombinant ADAM17, EDANS/DABCYL FRET peptide cleavage; 370,000 compounds, 0.83% hits; inhibition, % at 6.95 µM; Disintegrin and metalloproteinase domain-containing protein 17 (Homo sapiens), P78536;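 active = inhibition above the mean of compounds lying between control limits plus 3 SD, set per campaign, cut at about 8.5% in these data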;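 also: 0% = DMSO-only wells as the low control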
Target sequence (P78536 215-824 limits assumed): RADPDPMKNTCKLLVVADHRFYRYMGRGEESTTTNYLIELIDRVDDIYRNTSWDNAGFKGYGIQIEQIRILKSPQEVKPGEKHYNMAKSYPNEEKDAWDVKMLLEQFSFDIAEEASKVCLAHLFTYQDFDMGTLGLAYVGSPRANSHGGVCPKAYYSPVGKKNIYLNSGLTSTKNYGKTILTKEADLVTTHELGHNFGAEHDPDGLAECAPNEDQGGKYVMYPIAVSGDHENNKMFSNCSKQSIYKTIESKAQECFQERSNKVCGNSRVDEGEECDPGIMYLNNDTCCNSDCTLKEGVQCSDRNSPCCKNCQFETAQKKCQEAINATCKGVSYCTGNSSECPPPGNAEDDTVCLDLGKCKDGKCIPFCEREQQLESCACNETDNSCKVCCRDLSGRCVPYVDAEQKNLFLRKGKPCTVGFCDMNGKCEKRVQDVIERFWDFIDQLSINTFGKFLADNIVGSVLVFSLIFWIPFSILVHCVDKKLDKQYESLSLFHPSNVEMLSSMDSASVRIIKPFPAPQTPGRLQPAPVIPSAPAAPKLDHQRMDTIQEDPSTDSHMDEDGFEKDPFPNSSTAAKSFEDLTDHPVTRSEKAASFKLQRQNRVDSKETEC
hgDAF-12 ag = H. glycines DAF-12 receptor agonists, primary screen, cell-based, luminescence, HEK293, GAL4 fusion, UAS-luciferase. Nuclear hormone receptor DAF-12 (Heterodera glycines), GAL4 fusion. HEK293 GAL4-hgDAF12 UAS-luciferase reporter, agonist luminescence; normalized to butyrate control. activation, % at 6.8 µM. 370,000 compounds, 1.8% hits. AID 687014, 2013;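 active = activation above a cutoff set at the mean of all screened compounds plus 3 SD, cut at about 10% in these data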;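 also: 0% = DMSO wells and 100% = sodium butyrate wells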
hcDAF12 agonist = H. contortus DAF-12 nuclear receptor activators, primary screen, cell-based, luminescence, HEK293, lit1-tk-luc reporter | HEK293 hcDAF-12 lit1-tk-luc reporter; 0% DMSO, 100% Δ7-dafachronic acid | activation, % at 6.8 µM | 370,000 compounds, 1.4% hits | AID 652067, 2013;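 active = activation above the mean of all tested compounds plus 3 SD, cut at about 5.5% in these data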;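 also: 100% = response to 3 µM Δ7-dafachronic acid high control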
ssDAF-12 act = S. stercoralis DAF-12 nuclear receptor activators, primary screen, cell-based, luminescence, HEK293, GRIP1 co-expression, lit1-tk-luc. Nuclear hormone receptor DAF-12 (Strongyloides stercoralis). HEK293 ssDAF-12/GRIP1 lit1-tk-luc reporter; % of 3 µM dafachronic acid response. activation, % at 6.8 µM. 370,000 compounds, 1% hits. AID 652126, 2013;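 active = activation above the mean over all tested compounds plus 3 SD, cut at about 0.9% in these data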;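 also: 0% = DMSO-only wells and 100% = 3 µM delta7-dafachronic acid wells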
PLC-beta3 inh = human PLC-beta3 inhibitors, primary screen, biochemical, fluorescence. Purified PLC-beta3, fluorogenic substrate. inhibition, % at 12.2 µM. 370,000 compounds, 0.18% hits. 1-phosphatidylinositol 4,5-bisphosphate phosphodiesterase beta-3 (Homo sapiens), Q01970. AID 720704, 2013; in the data active = inhibition above about 11%;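 also: 0% = median of compound wells on plate and 100% = full blocker control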
sPLA2-III inh = human group III sPLA2 inhibitors, primary screen, biochemical, QFRET, BODIPY PC-A2 liposome substrate; Group 3 secretory phospholipase A2 (Homo sapiens), Q9NZ20; QFRET BODIPY PC-A2 liposome hydrolysis, fluorescence; inhibition, % at 12.2 µM; 370,000 compounds, 0.56% hits; AID 743126, 2013;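 active = inhibition above mean plus 3 SD of compounds lying within the high and low control bounds, cut at about 19% in these data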;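 also: 0% = median of test compound wells and 100% = no enzyme DMSO wells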
DAX1 inh-2 = DAX1 (NR0B1) inhibitors, primary screen, cell-based, HEK293, Gal4-DAX1, luciferase luminescence | Nuclear receptor subfamily 0 group B member 1 (Homo sapiens), P51843 | HEK293 Gal4-DAX1 luciferase reporter | inhibition, % at 6.75 µM | 340,000 compounds, 0.99% hits | AID 504766, 2011;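 active = inhibition above the mean over all tested compounds plus 3 SD, cut at about 4.2% in these data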;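 also: 0% = DAX1-transfected cells with DMSO and 100% = empty-vector control cells with DMSO; inhibition shows as a rise in luminescence from relieved DAX1 repression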
Target sequence (P51843 207-470 limits assumed): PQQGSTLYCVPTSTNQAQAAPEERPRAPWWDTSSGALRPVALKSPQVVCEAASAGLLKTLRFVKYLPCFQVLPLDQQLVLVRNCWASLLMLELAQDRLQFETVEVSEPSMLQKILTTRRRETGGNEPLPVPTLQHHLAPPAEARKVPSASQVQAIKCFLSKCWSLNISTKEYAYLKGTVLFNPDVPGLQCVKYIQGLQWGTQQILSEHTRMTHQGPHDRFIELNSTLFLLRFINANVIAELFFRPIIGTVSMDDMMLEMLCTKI
PLCg1 inh = PLC-gamma1 enzyme inhibitors, primary screen, biochemical, fluorescence, purified enzyme; fluorogenic substrate; inhibition, % at 12.2 µM; 370,000 compounds, 0.84% hits; in the data active = inhibition above about 9.5%
Active calls of the source: *; i = inactive; . = not tested or not shown. Compounds as they come; 6.9% or so of the library scored in one or more.

cpd	canonical_smiles	ADAM10 inh	FXN GAA850 act	DAX1 inh-1	ADAM17 inh	hgDAF-12 ag	hcDAF12 agonist	ssDAF-12 act	PLC-beta3 inh	sPLA2-III inh	DAX1 inh-2	PLCg1 inh
1	O=C1Cn2c(nc3ccccc32)N1c1cccc(C(F)(F)F)c1	7.0	0.9	0.1	-3.0	0.9	1.1	-1.1	-1.5	-15.0	1.1	3.5
2	O=C(CN1C(=O)NC2(CCCCCCC2)C1=O)NCc1ccc2c(c1)OCO2	-3.2	1.1	0.0	-3.3	-1.3	-1.9	-1.0	0.3	-2.8	0.2	0.1
3	O=[N+]([O-])c1ccc(Oc2cccc3cccnc23)c([N+](=O)[O-])c1	16.4	2.4	-0.3	3.0	4.1	1.7	-1.2	-7.3	10.1	-0.3	-6.4
4	Cc1ccsc1C(=O)N1CCC1(C)C(=O)Nc1ccc2c(c1)OCCO2 (centres undefined)	-3.7	-0.6	-0.4	-2.8	0.7	0.5	-0.9	-2.2	-1.6	.	0.5
5	CCCc1cc(=O)[nH]c(SCC(=O)N(Cc2ccccc2)C(C)C)n1	2.3	2.2	-0.6	3.3	0.0	-1.1	-0.8	2.0	-4.5	-0.4	1.6
6	OCCNc1c2ccccc2nc2c(F)c(F)c(F)c(F)c12	i	4.7	-0.7	-303.1	1.1	-0.7	-1.0	-231.9	7.5	-0.7	-232.1
7	COc1ccc(S(=O)(=O)NCCOc2ccc(Cl)cc2)cc1	6.5	0.4	-1.4	0.6	-1.1	0.9	-0.7	-8.0	-16.1	0.9	0.9
8	C/C=C/c1ccc(OCC(=O)O)c(OC)c1	-5.7	0.0	0.4	-3.9	2.8	-1.2	-0.9	-7.7	2.5	1.3	-0.2
9	O=C(c1ccc(Cl)cc1)N1CCN(c2ccc(F)cc2)CC1	13.6	2.9	-0.1	4.5	2.5	-1.3	-2.1	4.6	0.8	0.0	10.5*
10	CC(C)[C@H](NS(=O)(=O)c1ccccc1)C(=O)Nc1nccs1	-8.4	2.0	-0.1	-2.0	0.2	0.0	-1.3	-2.9	11.9	.	-1.9
11	Cc1c(NC(=O)COc2cccc(Br)c2)c(=O)n(-c2ccccc2)n1C	8.7	-0.1	0.0	0.4	-2.3	-0.3	-1.3	-1.0	2.2	0.5	3.5
12	CC(C)C(=O)Nc1ccc(C(=O)CN2C(=O)NC3(CCOc4ccccc43)C2=O)cc1 (centres undefined)	-10.2	0.2	-0.4	-3.3	6.5	1.4	0.1	-16.5	-11.9	0.1	-9.2
13	CC1(C)CC[C@]2(C(=O)O)[C@H](O)C[C@]3(C)C(=CCC4[C@@]5(C)C[C@H](O)[C@H](O)[C@@](C)(CO)C5CC[C@]43C)[C@@H]2C1 (some centres undefined)	-1.5	-12.7	-0.2	0.4	-1.1	0.1	-0.8	7.6	0.0	0.6	2.7
14	Cc1ccc(NC(=O)C2CCCN2C(=O)NC2CCCCC2)cc1F (centres undefined)	-13.3	3.1	-0.1	0.1	-1.7	0.2	-1.0	-3.5	2.3	0.3	-1.6
15	CCc1nc(OCCN(CC)CC)c2oc3ccccc3c2n1	-0.7	4.3	0.2	-2.6	2.6	1.4	-0.3	3.0	2.4	1.5	3.5
16	OC(CN1CCCCC1)Cn1c2ccccc2c2ccccc21 (centres undefined)	-0.2	-0.3	-0.2	-1.2	0.4	0.5	-0.8	2.2	-0.8	0.0	5.1
17	CC1CCCC(C)N1c1nnc(NC(=O)Cn2c(=O)oc3ccccc32)s1 (centres undefined)	-8.5	1.2	0.0	3.0	-3.4	-1.7	-0.7	-3.5	3.7	-0.2	1.8
18	NS(=O)(=O)c1ccc(CCNc2ncnc3sccc23)cc1	-10.2	-0.9	-2.5	-7.2	-6.8	-3.7	-1.8	-7.5	-2.3	-3.4	-6.4
19	COc1ccc(-c2csc(NC(CO)c3nc4ccccc4n3CCCO)n2)cc1 (centres undefined)	-8.0	2.7	0.0	-5.8	-1.8	-0.9	-0.9	-5.4	0.5	-1.0	-1.7
20	O=C(CNC(=O)c1cccs1)OCC(=O)c1cccs1	4.6	-0.3	0.0	-5.6	2.2	-1.8	-0.9	-0.3	6.8	0.1	-0.1
21	O=C(COC(=O)c1cc(Br)ccc1O)NNC(=O)c1ccc(Cl)cc1	-3.3	0.2	-0.5	-7.1	-1.9	-0.2	-0.5	-3.5	-9.2	0.0	-62.5
22	NNc1ccc2nnc(C(F)(F)C(F)(F)C(F)(F)F)n2n1	-7.7	-2.3	-0.6	-3.9	2.2	-1.9	-1.4	-4.1	4.9	0.8	-8.6
23	CC(C)CCN1CCN=C1N(C)C	0.2	0.2	0.0	0.3	-0.2	0.9	-0.7	4.4	-0.8	2.4	0.2
24	C[C@H](CO)N1C[C@H](C)[C@H](CN(C)C(=O)NC2CCCCC2)OCc2cnnn2CCCC1=O	-25.1	.	0.0	-1.7	-0.1	-0.7	-1.1	-2.5	14.9	.	-0.4
25	Cn1c(=O)c2nc(-c3ccccc3)oc2c2ccccc21	-281.2	11.9*	-0.1	-86.2	2.9	1.2	-0.2	-37.4	-2.6	0.9	-30.9
26	CCOC(=O)N1CCN(C(=O)CNCc2cccs2)CC1	-10.4	2.2	-0.1	-2.5	-0.4	-2.1	0.4	-1.8	6.4	0.1	1.0
27	CCOC(=O)Cc1cc(=O)n(-c2nc3ccccc3s2)[nH]1	6.5	0.0	0.5	2.1	-0.3	2.9	0.2	-66.5	-4.9	0.4	-62.8
28	O=c1cc(N2CCN(c3ccc(F)cc3)CC2)[nH]c(=O)n1C1CCCCC1	-3.5	-0.5	0.3	1.1	0.3	-1.0	-0.9	0.2	12.2	0.4	5.3
29	C=CCn1c(-c2ccco2)n[nH]c1=S	1.9	-0.9	-0.4	-3.1	0.1	-2.1	-1.5	-3.0	21.1*	2.2	-2.7
30	COC(=O)c1cc(Br)c(=O)n(CCc2ccc(O)cc2)c1	-3.3	0.0	-0.4	-1.9	-1.4	-1.4	-1.6	-2.3	-1.6	-0.3	0.7
31	COc1ccc(N2CCN(CCNC(=O)c3ccc4nc5ccccc5c(=O)n4c3)CC2)cc1	-330.5	-0.2	-0.4	-155.7	-3.5	0.7	-0.9	i	4.2	-1.1	-330.1
32	OC1(c2ccc(Cl)cc2)CCN(Cc2cn[nH]c2-c2ccccc2)CC1	-1.4	-2.8	-0.7	-3.0	0.1	1.9	-2.1	-5.5	-8.5	-1.2	3.8
33	CC(=O)Nc1ccc(NC(=O)C2CCN(c3ccc(C(F)(F)F)cn3)CC2)cc1	-4.7	2.5	-0.1	0.4	-2.0	0.4	0.1	-1.4	-1.5	-0.9	-1.0
34	Cc1ccc2c(c1)N(C(=O)CCC(=O)N1CCN(c3ccccc3)CC1)CCO2	-10.7	-0.4	-0.5	0.8	-1.6	-0.1	-1.0	1.9	-6.3	-0.9	-3.2
35	CCN(CC(=O)Nc1c(F)cccc1F)C(=O)CN1C(=O)C2CCCCC2C1=O (centres undefined)	-12.2	0.1	-1.5	0.0	-1.6	-2.3	-1.0	-4.6	11.3	0.5	-0.8
36	c1ccc(CN2c3ccccc3-c3nc4ccccc4n3C2c2ccccn2)cc1 (centres undefined)	i	-2.5	-2.2	i	-3.1	-1.9	-2.4	i	-1.8	-0.3	-470.9
37	O=C(Nn1cnnc1)c1ccccc1CCc1ccccc1	-2.6	2.4	0.1	-4.1	3.2	-0.4	-0.9	2.0	-0.4	-0.3	2.7
38	CSCCC(NC(=O)c1cc(S(=O)(=O)N2CCOCC2)ccc1C)c1nc2ccccc2[nH]1 (centres undefined)	-16.7	-2.1	-0.2	-3.1	-1.6	1.5	-0.4	-11.2	9.9	0.8	-1.7
39	CCc1ccc(OCC(=O)N/N=C\c2ccco2)c([N+](=O)[O-])c1	1.4	3.8	0.0	0.7	4.8	-0.4	-0.3	-0.1	-10.4	-1.4	-1.7
40	CC(C)(O)c1cc2ccc(C#CCCN3C(=O)c4ccccc4C3=O)cc2c(=O)o1	-1.1	2.4	1.1	-2.7	-1.4	-1.6	-1.4	-3.2	7.8	-0.5	-3.2

3 entries already listed, sorted by the value under DAX1 inh-1, rising.
| cpd | compound | DAX1 inh-1 |
| --- | --- | --- |
| 38 | CSCCC(NC(=O)c1cc(S(=O)(=O)N2CCOCC2)ccc1C)c1nc2ccccc2[nH]1 (centres undefined) | -0.2 |
| 39 | CCc1ccc(OCC(=O)N/N=C\c2ccco2)c([N+](=O)[O-])c1 | 0.0 |
| 37 | O=C(Nn1cnnc1)c1ccccc1CCc1ccccc1 | 0.1 |
